CCHF vOTU inh: CCHFV vOTU protease inhibitors, primary screen, biochemical, Pep-AMC substrate, fluorescence | Crimean-Congo hemorrhagic fever virus L polyprotein viral ovarian tumor (vOTU) protease … | inhibition, % at 11.5 µM | 0.55% of 370,000 active; note: 0% = vehicle wells with enzyme and 100% = no enzyme wells
BoNT-A LC inh2: BoNT/A light chain protease inhibitors, primary screen, biochemical, flow cytometry, MLPCN library; Botulinum neurotoxin type A light chain protease (Clostridium botulinum A str. ATCC 3502); multiplex microsphere protease substrate cleavage; inhibition, % at 10 µM; 0.17% of 360,000 active; AID 588499, 2011; in the data active = inhibition above about 30%; inconclusive = no clear call, values can overlap the other calls; note: plate controls were buffer without enzyme for full effect and enzyme alone for no effect
GDH-TPI counter: GDH-TPI coupling enzyme inhibitors, primary screen, artefact control for M. tuberculosis FBA inhibitor project, biochemical, absorbance, full deck; AID 588335, 2011; inhibition, % at 4.8 µM; GDH-TPI coupled enzyme counterscreen, NADH absorbance; 1.2% of 360,000 active;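 note: 0% = DMSO wells and 100% = wells lacking the enzyme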
PrPC surface inh: inhibitors of human cell surface prion protein PrPC, primary screen, cell-based, TR-FRET; Major prion protein (Homo sapiens), P04156; TR-FRET read-out; inhibition, % at 13.8 µM; 0.43% of 370,000 active; AID 720596, 2013; in the data active = inhibition above about 24%; note: 0% = median of the test wells and 100% = reference compound wells
Mtb BioA inh: M. tuberculosis BioA enzyme inhibitors, primary screen, biochemical, plate reader, single point, HTS. purified M. tuberculosis BioA enzyme. inhibition, % at 9.99 µM. 0.096% of 360,000 active; in the data active = inhibition above about 40%; inconclusive = no clear call, values can overlap the other calls
FBA Mtb inh: Mtb FBA enzyme inhibitors, primary screen, biochemical, fluorescence, strain H37Rv. inhibition, % at 1 µM. Fructose-bisphosphate aldolase (Mycobacterium tuberculosis (strain ATCC 25618 / H37Rv)), …. AID 588726, 2011. purified M. tuberculosis FBA, fluorescence read-out. 2.3% of 360,000 active; in the data active = inhibition above about 27%;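 note: 0% = vehicle and 100% = reference inhibitor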
Target sequence (P9WQA3 whole entry, looked up): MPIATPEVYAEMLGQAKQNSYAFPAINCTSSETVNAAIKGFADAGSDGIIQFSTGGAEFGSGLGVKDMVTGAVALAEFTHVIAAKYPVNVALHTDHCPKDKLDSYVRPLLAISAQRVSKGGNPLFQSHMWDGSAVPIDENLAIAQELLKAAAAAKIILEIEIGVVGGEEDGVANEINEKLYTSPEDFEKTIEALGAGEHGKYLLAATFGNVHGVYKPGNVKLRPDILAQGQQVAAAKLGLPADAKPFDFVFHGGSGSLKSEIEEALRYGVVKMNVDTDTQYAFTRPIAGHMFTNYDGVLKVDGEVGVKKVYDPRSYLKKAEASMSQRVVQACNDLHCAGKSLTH
FadD28 binding: inhibitors of FadD28 bisubstrate probe binding, primary screen, biochemical, fluorescence polarization, single point. 0.22% of 360,000 active. Mycobacterium tuberculosis FadD28 fatty-acid-AMP ligase. inhibition, % at 12.5 µM. AID 588549, 2011; in the data active = inhibition above about 8.5%, passing the limit was not always enough; inconclusive = no clear call, values can overlap the other calls
BoNT-F LC inh: BoNT/F light chain protease inhibitors, primary screen, biochemical, flow cytometry, MLPCN library; inhibition, % at 10 µM; 0.22% of 360,000 active; Multiplex microsphere protease cleavage assay; in the data active = inhibition above about 35%, passing the limit was not always enough; inconclusive = no clear call, values can overlap the other calls; note: plate controls were buffer without enzyme for full effect and enzyme alone for no effect
Mtb UGM inh: M. tuberculosis UGM enzyme inhibitors, primary screen, biochemical, fluorescence polarization, single point | AID 504406, 2011 | 0.06% of 320,000 active | purified UGM, fluorescence polarization probe displacement | UDP-galactopyranose mutase (Mycobacterium tuberculosis (strain ATCC 25618 / H37Rv)), … | inhibition, % at 10 µM; in the data active = inhibition above about 10%, passing the limit was not always enough; inconclusive = no clear call, values can overlap the other calls
Target sequence (P9WIQ1 whole entry, looked up): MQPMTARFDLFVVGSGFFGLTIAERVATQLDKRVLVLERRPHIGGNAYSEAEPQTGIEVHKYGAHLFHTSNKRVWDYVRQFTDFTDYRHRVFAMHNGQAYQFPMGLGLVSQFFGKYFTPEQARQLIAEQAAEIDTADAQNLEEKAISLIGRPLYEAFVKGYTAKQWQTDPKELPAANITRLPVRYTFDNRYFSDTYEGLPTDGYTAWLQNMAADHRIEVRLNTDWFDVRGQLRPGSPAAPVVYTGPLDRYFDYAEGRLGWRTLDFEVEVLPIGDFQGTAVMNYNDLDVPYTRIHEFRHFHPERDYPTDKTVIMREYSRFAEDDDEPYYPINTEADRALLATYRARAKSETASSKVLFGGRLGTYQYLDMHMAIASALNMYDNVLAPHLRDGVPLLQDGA
An asterisk follows results filed as active; ? = inconclusive; . = not tested or not shown; & = joins results of further samples. Cut-off read from the data, not from the text of the source, unless noted: active = inhibition above about 30%; inactive = the rest. The order is random. About 4.8% of those tested had a hit in this group.

(1) Cc1ccc(C(=O)n2nc(-c3ccco3)nc2N)cc1
(2) CC1CCCC(C)N1C(=O)COC(=O)c1n[nH]c(=O)c2ccccc12 (stereo not drawn)
(3) COC(=O)c1c(NC(=O)CN2C(=O)NC3(CCc4ccccc4C3)C2=O)sc2c1CCCCC2 (stereo not drawn)
(4) CCCCNC(=S)NNC(=O)c1sccc1C
(5) Cc1csc(SCC(=O)Nc2ccccc2C)n1
(6) Cc1ccc(S(=O)(=O)n2nc(C)c(Br)c2C)c(C)c1C
(7) COc1ccc(S(=O)(=O)N(Cc2ccccc2)c2ccccc2C(=O)N2CCOCC2)cc1
(8) OCC1(Cc2cccc(Cl)c2)CCCN(Cc2cn[nH]c2C2CCCCC2)C1 (stereo not drawn)
entry no.	1	2	3	4	5	6	7	8
CCHF vOTU inh	-4	-5	8	.	-2	4	5	-2
BoNT-A LC inh2	-0.7	-0.7	0.2	-0.1	0.2	0.2	0.6	-0.5
GDH-TPI counter	1	5	5	11	14	-6	-3	4
PrPC surface inh	-2	6	-3	.	-1	1	6	-11
Mtb BioA inh	-1.0	-1.2	.	-0.1	2.1	.	0.8	.
FBA Mtb inh	-2	-2	1	-1	3	0	-3	-3
FadD28 binding	-0.9	-3.4	-2.7	-0.6	-0.5	-3.1	-3.1	-1.4
BoNT-F LC inh	4	-6	1	-1	4	5	5	2
Mtb UGM inh	0.7	0.6	-2.7	-0.5	0.9	-0.3	2.4	-0.8

(9) COc1ccccc1C(=O)Nc1ccc(Br)cc1C
(10) Nc1cc(N)nc(SCCc2ccccc2)n1
(11) CC(OC(=O)c1cccc(S(=O)(=O)N2CCCCC2)c1)C(=O)NCC1CCCCC1 (stereo not drawn)
(12) CCOc1cccc(C2/C(=C(/O)c3ccc4c(c3)CC(C)O4)C(=O)C(=O)N2Cc2cccnc2)c1 (stereo not drawn)
(13) Cc1ccc(S(=O)(=O)N2CCOCC2)cc1NC(=O)CN1CCN(C)CC1
(14) Cc1ccc(NC(=S)NCc2ccc3c(c2)OCO3)cc1
(15) CC(=O)N1C(C(=O)O)CSC1c1cccc(C)c1 (stereo not drawn)
(16) NS(=O)(=O)c1ccc(CNC(=S)NC2CC2)cc1
entry no.	9	10	11	12	13	14	15	16
CCHF vOTU inh	-16	-11	24	4	-4	12	13	9
BoNT-A LC inh2	1.2	-1.2	-4.6	2.4	1.0	-0.5	0.1	-0.6
GDH-TPI counter	0	1	11	21	0	2	9	2
PrPC surface inh	-13	1	6	0	-4	6	0	1
Mtb BioA inh	.	2.9	0.7	-1.0	0.5	1.2	.	.
FBA Mtb inh	-2	2	-3	4	-1	6	-1	0
FadD28 binding	-1.9	-2.0	-0.7	0.9	.	2.2	-0.7	0.4
BoNT-F LC inh	8	28	-10	-2	-2	-13	6	0
Mtb UGM inh	0.9	-2.1	.	-0.7	-1.9	0.2	1.0	-1.3

(17) CCOc1ccc(CN(C)C(=O)[C@H](Cc2ccccc2)NC(=O)OCc2ccccc2)cc1OC
(18) Cc1cc(C)c(C)c(S(=O)(=O)Nc2ccccc2N2CCOCC2)c1C
(19) CCOC(=O)Cn1c(=O)n(Cc2ccccc2)c(=O)c2cccnc21
(20) COc1cccc(N2CCN(C3C4CC5CC(C4)CC3C5)CC2)c1 (stereo not drawn)
(21) Cc1oc(-c2ccccc2F)nc1CN1CCC(C(=O)NCc2ccco2)CC1
(22) CCOC(=O)N1CCN(C(=O)C(c2ccccc2)c2ccccc2)CC1
(23) C=CCN(CC(=O)NCC1CCCO1)C(=O)CCC(=O)Nc1cc(C)on1 (stereo not drawn)
(24) Cc1cc(SCc2ccc([N+](=O)[O-])cc2)nc(=O)[nH]1
entry no.	17	18	19	20	21	22	23	24
CCHF vOTU inh	1	9	-15	3	2	2	3	1
BoNT-A LC inh2	0.4	0.1	-2.4	-0.7	?	-0.3	-0.6	-0.3
GDH-TPI counter	4	1	8	6	-18	-4	1	-3
PrPC surface inh	10	-4	-5	0	-9	2	-7	-17
Mtb BioA inh	1.3	-2.6	0.8	-5.0	3.2	.	-1.5	1.1
FBA Mtb inh	1	-2	3	5	-5	0	0	3
FadD28 binding	.	-1.0	.	-0.7	-2.6	-2.7	-1.5	-1.6
BoNT-F LC inh	-7	0	-26	-4	1	-6	-12	1
Mtb UGM inh	0.4	-0.7	-1.9	-1.1	-1.5	-0.3	-2.2	-2.8

(25) Cc1nnsc1NC(=O)OCC(C)(C)C
(26) COc1cc(C(=O)OC2CSCC2NC(=O)c2ccccc2)cc(OC)c1OC (stereo not drawn)
(27) CC(=O)n1cc([C@H]2C=C(C(=O)N3CCOCC3)O[C@@H](OCc3ccc(CO)cc3)C2)c2ccccc21
(28) Cc1ccc(N/C=C(\[N+](=O)[O-])S(=O)(=O)c2ccccc2)cc1
(29) COc1ccc(NC(=O)CN(c2c(C)cccc2C)S(C)(=O)=O)cc1
(30) Cc1ccc(F)cc1CNC(=O)C1CCC(=O)N(CCc2ccccc2)C1 (stereo not drawn)
(31) CC(C)Oc1ccc(C2CC(=O)N(Nc3ccc([N+](=O)[O-])cc3[N+](=O)[O-])C2=O)cc1 (stereo not drawn)
(32) CCOC(=O)/C(N=Nc1c(Br)cc(Br)cc1Br)=C(\C)O
entry no.	25	26	27	28	29	30	31	32
CCHF vOTU inh	1	6	7	4	-3	-2	12	5
BoNT-A LC inh2	-1.5	0.3	0.3	2.2	?	-0.2	?	-0.3
GDH-TPI counter	7	2	13	4	14	-8	20	6
PrPC surface inh	8	2	1	-6	1	4	-22	0
Mtb BioA inh	0.8	.	-1.6&2.0	.	-0.3	0.6	.	.
FBA Mtb inh	1	0	1	2	1	-7	0	-2
FadD28 binding	0.0	-1.9	-2.6	-3.4	-0.9	-3.2	-1.9	1.4
BoNT-F LC inh	-30	1	1	13	?	2	?	-3
Mtb UGM inh	-0.3	-0.2	-0.4	1.7	0.2	-0.5	2.1	1.3

(33) CCn1c(=O)cc(OCC(=O)NCCCN2CCC(C)CC2)c2ccccc21
(34) CCOc1ccccc1CNC(=O)CCN1C(=O)COc2ccccc21
(35) Cc1ccn2cc(CNS(=O)(=O)c3cccs3)nc2c1
(36) Cc1ccc(C(=O)OCC(=O)N2CCC(C)CC2)cc1S(=O)(=O)N1CCOCC1
(37) CC(=O)c1cccc(N(CC(=O)Nc2cc(C)cc(C)c2)S(C)(=O)=O)c1
(38) O=C(O)/C=C/C(=O)NCc1ccccc1
(39) Cc1ccc(NS(=O)(=O)c2ccc(Br)s2)nc1
(40) CC(C)CC(=O)NC(=S)NNC(=O)c1ccc([N+](=O)[O-])cc1
entry no.	33	34	35	36	37	38	39	40
CCHF vOTU inh	-1	-12	-10	-7	-8	-7	14	-6
BoNT-A LC inh2	0.5	-0.9	1.8	-0.3	-1.0	-1.3	0.4	-0.1
GDH-TPI counter	3	0	-10	-4	2	-5	5	15
PrPC surface inh	-6	7	2	-1	0	6	-5	-17
Mtb BioA inh	.	-1.4	.	0.4	.	-0.6	.	.
FBA Mtb inh	-3	0	8	-2	6	-1	1	1
FadD28 binding	-3.9	-0.8	-3.9	-1.2	-2.0	-4.7	-0.5	1.3
BoNT-F LC inh	7	-6	-7	0	-10	-12	2	-5
Mtb UGM inh	0.8	5.3	-2.2	.	3.3	0.9	-0.6	1.2

(41) Fc1ccc(CSc2nc3ncc(Br)cc3[nH]2)cc1
(42) CC(=O)Nc1ccc(-c2cc(NC(C)=O)n(-c3ccccc3)n2)cc1
(43) CC1ON=C(c2ccc(F)cc2)NC1=O (stereo not drawn)
(44) CCN(Cc1ccccc1)C(=O)CS(=O)(=O)c1ccccc1
(45) CC1(C)CC(=O)N(CC(=O)NC2CCCC2)c2ccccc2S1(=O)=O
(46) O=C(CSc1nnnn1C1CCCCC1)NCCc1ccccc1
(47) CCCc1c(C(=O)N/N=C/c2sccc2C)nnn1-c1nonc1N
(48) N#C/C(=C(/O)c1ccc(S(=O)(=O)N(CCCl)CCCl)cc1)c1nc2ccccc2[nH]1
entry no.	41	42	43	44	45	46	47	48
CCHF vOTU inh	-1	11	1	21	0	-8	11	12
BoNT-A LC inh2	-0.8	0.2	-0.4	0.9	-0.6	0.1	-0.4	-0.7
GDH-TPI counter	-9	5	0	-2	4	-3	10	4
PrPC surface inh	0	-4	4	0	-9	-1	-13	-1
Mtb BioA inh	.	-1.3	-1.0	-2.5	-5.3	1.0	-1.1	.
FBA Mtb inh	2	-1	0	-1	3	-2	-2	-3
FadD28 binding	-4.1	-5.4	-5.0	0.8	0.9	-1.5	-2.7	-1.3
BoNT-F LC inh	-18	1	-5	-6	-2	3	10	6
Mtb UGM inh	1.0	0.3	.	2.2	0.2	3.1	-1.2	-4.9

Whole records as entered above.
`CC(=O)Nc1ccc(-c2cc(NC(C)=O)n(-c3ccccc3)n2)cc1` is listed as CCHF vOTU inh = 11; BoNT-A LC inh2 = 0.2; GDH-TPI counter = 5; PrPC surface inh = -4; Mtb BioA inh = -1.3; FBA Mtb inh = -1; FadD28 binding = -5.4; BoNT-F LC inh = 1; Mtb UGM inh = 0.3
`CC1(C)CC(=O)N(CC(=O)NC2CCCC2)c2ccccc2S1(=O)=O` is listed as CCHF vOTU inh = 0; BoNT-A LC inh2 = -0.6; GDH-TPI counter = 4; PrPC surface inh = -9; Mtb BioA inh = -5.3; FBA Mtb inh = 3; FadD28 binding = 0.9; BoNT-F LC inh = -2; Mtb UGM inh = 0.2

(listing goes on)
(49) O=C(CCS(=O)(=O)c1ccccc1)Nc1nnc(-c2ccco2)o1
(50) Cc1nn(-c2ccccn2)c(C)c1Oc1ccccc1O
(51) COc1cccc(-c2ccc(NC(=O)C3CCCN(Cc4cnn(C)c4)C3)cc2)c1 (stereo not drawn)
(52) CN(C)S(=O)(=O)c1ccc(C(=O)NCC[N+]2(C)CCCCCC2)o1
(53) CCOC(=O)N1CCC(NC(=O)c2ccc3c(c2)N(C)C(=O)/C(=C/c2cccc(OC)c2)S3)CC1
(54) COc1ccccc1OCC#CCN1CCOCC1
entry no.	49	50	51	52	53	54
CCHF vOTU inh	-2	5	1	5	0	0
BoNT-A LC inh2	2.3	0.6	0.0	2.8	0.2	-0.4
GDH-TPI counter	-2	-1	4	-9	2	-5
PrPC surface inh	-3	-4	-3	-5	-2	5
Mtb BioA inh	-0.7	-1.4	0.4	0.8	-0.9	.
FBA Mtb inh	0	-1	2	1	1	4
FadD28 binding	-2.1	-5.1	-1.7	-2.5	-3.1	-0.1
BoNT-F LC inh	4	-7	-7	?	-4	-3
Mtb UGM inh	0.0	3.1	-1.2	-0.6	1.6	-1.4

Screening data: PubChem, several laboratories
